Bioassay records from PubChem BioAssay.
SKN-1 inh – inhibitors of C. elegans SKN-1; C. elegans VP596 Pgst-4::GFP/RFP ratio, acrylamide-induced, 24 h; inhibition, % at 21.8 µM; 360,000 compounds, 0.49% hits;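 active = interference check ratio from 0.5 to 1.5 plus GFP to RFP signal ratio inhibition reaching or exceeding a fixed threshold, cut at about 30% in these data, passing the limit was not always enough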; note: some compounds called inactive have numbers as strong as hits
Rpn11 block – inhibitors of human proteasome Rpn11. O00487. human 26S proteasome, Ub4-pepOG fluorescence polarization; 20S core pre-blocked with epoxomicin. calls only at 20 µM. 360,000 compounds, 0.59% hits. AID 588493;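 active = inhibition at 20 µM, scaled to each plate's controls, above about 33%, limit read from the data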
NRP1-CendR mod – alters CendR peptide binding to human NRP-1; O14786; FAM-RPARPAR peptide binding to NRP-1, fluorescence polarization; inhibition, % at 25 µM; 360,000 compounds, 0.85% hits; AID 602438;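 active = inhibition or corrected inhibition above about 18%, plus a signal ratio from 0.5 to 1.5, limit read from the data, passing the limit was not always enough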; note: strong numbers were not always called active
Target sequence (O14786 whole entry, looked up): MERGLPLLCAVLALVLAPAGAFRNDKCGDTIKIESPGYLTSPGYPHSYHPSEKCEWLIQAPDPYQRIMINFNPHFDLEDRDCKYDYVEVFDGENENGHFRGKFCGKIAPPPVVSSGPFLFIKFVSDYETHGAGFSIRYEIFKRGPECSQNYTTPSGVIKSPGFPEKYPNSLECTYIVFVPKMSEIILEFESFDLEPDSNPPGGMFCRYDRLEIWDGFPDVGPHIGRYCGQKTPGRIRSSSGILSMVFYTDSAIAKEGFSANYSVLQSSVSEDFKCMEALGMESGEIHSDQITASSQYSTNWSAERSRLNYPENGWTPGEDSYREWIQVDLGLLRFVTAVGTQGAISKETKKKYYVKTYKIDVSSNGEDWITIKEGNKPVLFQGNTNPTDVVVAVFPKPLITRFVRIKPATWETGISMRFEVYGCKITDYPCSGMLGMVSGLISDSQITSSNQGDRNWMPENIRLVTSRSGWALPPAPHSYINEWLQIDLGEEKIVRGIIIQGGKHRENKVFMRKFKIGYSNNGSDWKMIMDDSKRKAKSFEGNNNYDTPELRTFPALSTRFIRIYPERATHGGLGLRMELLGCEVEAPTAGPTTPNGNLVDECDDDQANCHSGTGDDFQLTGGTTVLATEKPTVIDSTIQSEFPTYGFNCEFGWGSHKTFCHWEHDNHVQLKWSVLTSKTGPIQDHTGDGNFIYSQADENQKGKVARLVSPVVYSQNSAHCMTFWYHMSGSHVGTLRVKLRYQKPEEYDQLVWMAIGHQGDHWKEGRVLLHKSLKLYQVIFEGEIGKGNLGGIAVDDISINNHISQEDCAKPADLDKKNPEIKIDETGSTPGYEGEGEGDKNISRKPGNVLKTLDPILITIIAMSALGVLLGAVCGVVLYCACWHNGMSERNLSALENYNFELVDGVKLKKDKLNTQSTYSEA
SUMO1-SIM PPI – alters human SUMO1 binding to SIM partners; SUMO1 binding to a labelled peptide, TR-FRET, 1 h; 360,000 compounds, 0.33% hits; P63165; inhibition, % at 20 µM; AID 602429; in the data active = inhibition above about 37%
Scp1 inh – blocks human Scp-1 phosphatase activity. Q9GZU7. Recombinant Scp1, phosphopeptide, malachite green phosphate absorbance. inhibition, % at 20 µM. 340,000 compounds, 0.88% hits;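 active = inhibition above about 50% at 20 µM, limit read from the data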;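 note: plate controls were DMSO wells with enzyme for no effect and wells lacking enzyme for full effect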
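assay system = SCP-1 phosphatase catalytic domain, residues 76-261 | buffer or medium = 50 mM Tris acetate pH 5.5, 0.005% Tween-20, 10 mM MgCl2 | incubation = enzyme reaction 45 min at room temperature, colour 5 min, stabilisation 30 min | signal = Phosphate-binding colour reagent, absorbance read at 630 nm | measure = % inhibition at 20 µM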
NadD block – blocks S. aureus nicotinate mononucleotide adenylyltransferase; purified NadD enzyme, colorimetric absorbance read-out; inhibition, % at 20 µM; 360,000 compounds, 0.78% hits; in the data active = inhibition above about 26%; note: some compounds past the cut are filed as inactive
LMPTP block – LMPTP (human) inhibition | recombinant LMPTP-A, OMFP fluorogenic substrate, fluorescence intensity | inhibition, % at 20 µM | P24666 | 360,000 compounds, 0.22% hits;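 active = compounds that cut the enzyme signal by at least half of the control window in the single-dose screen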;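 note: plate controls were DMSO wells with enzyme plus substrate for no effect and substrate without enzyme for full effect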
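Buffer or medium: Bis-Tris pH 6.0, DTT, detergent; Assay system: LMPTP-A enzyme; Quantity: 0.625 nM enzyme; Detection: endpoint fluorescence intensity; Times: 50 min dark incubation at room temperature; Controls: substrate-only low control, DMSO enzyme-plus-substrate high control; Doses: single 20 µM dose; Read-out: percent inhibition versus substrate-only and uninhibited controls; Reagent: 400 µM OMFP.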
MT1-MMP act inh – inhibitors of human MT1-MMP activation | GFP/RFP ratio change, % at 20 µM | 360,000 compounds, 0.061% hits | P50281 | HT1080 RFP-PRO-GFP cells, GFP/RFP ratio fluorescence, overnight; percent of plate control window, DMSO zero;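 active = GFP/RFP ratio change of at least 30% with cell ATP level not reduced by more than half and red fluorescence within 50% of control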; note: strong numbers were not always called active
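system = RFP-PRO-GFP reporter HT1080 cells | dosing = 20 µM single dose, 1% DMSO | timing = overnight cell settling, then overnight compound exposure, 37 °C, 5% CO2 | read-out basis = GFP/RFP fluorescence ratio | controls = DMSO and RFP-L50D-GFP cell wells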
DNMT1 inh – blocks human DNA methyltransferase DNMT1; P26358; DNMT1 molecular beacon, Hinp1I cleavage, fluorescence; inhibition (reported as % activation of signal), % at 10 µM; 360,000 compounds, 0.83% hits; in the data active = inhibition above about 50%
STEP inh – blocks human striatal-enriched tyrosine phosphatase; recombinant STEP, OMFP fluorogenic substrate, fluorescence; inhibition, % at 20 µM; 360,000 compounds, 0.25% hits; AID 588621; P54829;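 active = inhibition at 20 µM, scaled per plate between control wells, above about 37%, limit read from the data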;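 note: 0% = DMSO with enzyme and substrate and 100% = substrate only without enzyme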
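Assay system: isolated STEP enzyme. Buffer or medium: pH 6.0 Bis-Tris with DTT and Tween 20. Also added: fluorogenic phosphatase substrate OMFP at 25 µM final. Dosing: 20 µM, 1% DMSO. Timing: 20 min reaction, room temperature, in the dark. Measured by: fluorescence intensity, excitation 480 nm, emission 540 nm. Evaluation: normalized % inhibition.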
* marks the source's active call; other numbers are inactive results; i = inactive; / = not tested or not shown.

compound	SKN-1 inh	Rpn11 block	NRP1-CendR mod	SUMO1-SIM PPI	Scp1 inh	NadD block	LMPTP block	MT1-MMP act inh	DNMT1 inh	STEP inh
COc1cccc(CN(C)CC(=O)Nc2c(C)cccc2C(C)C)c1	-2	i	8	5	-9	-1	0.2	-2	0	3
O=C(Nc1nccs1)c1cccc(N2C(=O)C3C4C=CC(C4)C3C2=O)c1 (stereo not given)	0	i	-3	1	-14	3	-1.7	-7	-2	1
O=C1CCCc2cc(S(=O)(=O)N3CCC(C(=O)NCc4ccccc4)CC3)ccc2N1	9	i	8	-1	5	0	-2.0	1	4	-2
Cc1ccc(-n2ncc(C#N)c2N)cc1	-7	i	-3	5	-2	1	-0.2	0	1	-2
COc1ccc(N(CC(=O)NCc2cccc(OC)c2)S(=O)(=O)c2c(C)noc2C)cc1	0	i	6	6	-14	1	-1.2	4	-2	2
COC(=O)c1cnc(Nc2cc(C)ccc2OC)c2ccccc12	15	i	2	-4	-13	-11	4.0	-2	-6	1
Cc1noc(C)c1C(=O)NNc1ccc(C(C)C)cc1	7	i	3	-3	-7	-1	-0.8	-1	4	16
O=C(N/N=C/c1ccc(O)c([N+](=O)[O-])c1)c1ccncc1	-9	i	11	-26	-14	-6	-5.4	0	6	-3
CCCCc1[nH]c(=O)c(C#N)c2c1CSC(C)(C)C2	2	i	-8	3	-5	7	-2.2	4	-4	-2
Cc1cc(C)c(C(=O)COC(=O)[C@H](C)Nc2ccc(C(F)(F)F)cc2[N+](=O)[O-])c(C)c1	-5	i	-5	-1	-14	-3	5.0	3	19	0
Cc1ccc(OS(=O)(=O)c2c(C)nn(C)c2Cl)c(C)c1	5	i	-10	4	-5	-5	0.6	-3	2	0
C[C@H](CO)N1C[C@H](C)[C@@H](CN(C)S(=O)(=O)c2cccs2)Oc2c(NC(=O)C3CCCCC3)cccc2C1=O	-7	i	16	-3	4	3	-2.7	1	-3	-2
N/C(=N\OC(=O)CCC1CCCC1)c1ccccn1	-7	i	-6	2	-6	0	0.2	-5	2	2
COc1ccc(S(=O)(=O)N2CCCCC2)cc1NC(=O)Cn1cnc2ccccc2c1=O	0	i	-4	1	7	4	-0.5	21	1	0
CSc1ncnc2c1ncn2CCCN[C@H](C)c1cccc2ccccc12	-1	i	-1	2	/	-6	-2.0	-1	2	-2
Cc1oc(-c2ccccc2)cc1C(N)=O	15	i	14	-3	0	8	0.0	10	8	-2
Cn1c(CCNS(=O)(=O)c2ccccc2)nnc1SCc1cccnc1	9	i	4	-5	3	-4	0.9	0	3	0
Cc1ccc(C(=O)n2nc(-c3ccco3)nc2N)cc1	3	i	13	-3	1	-2	-1.4	4	-2	-3
COc1ccc(CCNC(=O)C(=O)c2cn(CC(=O)N3CCOCC3)c3ccccc23)cc1OC	10	i	7	-3	-2	3	-0.2	-1	-1	-2
O=C(c1cc2ccccc2oc1=O)N(c1ccc(Cl)cc1)C1C=CS(=O)(=O)C1 (stereo not given)	1	i	-2	-3	-4	-2	-0.7	-3	29	-4
O=C(Nc1nccs1)c1ccc(-c2ccc(F)cc2)o1	52*	i	-3	-1	-5	-4	0.7	6	0	2
Cc1n[nH]c(C)c1S(=O)(=O)NCCc1ccc(Cl)cc1	-5	i	-7	-4	-12	-3	-1.2	0	3	-1
CCOC(=O)CSc1nc(N)c(C(=O)Nc2ccc(N(C)C)cc2)s1	-6	i	2	-9	-1	6	1.4	2	-4	1
CN1CCN(c2cc(-c3cccc(C(=O)O)c3)nc3ccnn23)CC1	15	i	3	-3	/	-7	-2.4	2	-2	-1
CCc1ccc(NC(=O)Cc2ccc(-n3cccc3)cc2)cc1	10	i	-6	-1	-7	5	-0.9	0	3	0
CC(C)C(=O)Nc1ccc2nn(-c3ccccc3)nc2c1	-3	i	-3	-6	2	-10	-0.6	3	4	-6
Cc1ccc(N/C(N)=N/c2nc(CSc3ccccn3)cc(=O)[nH]2)c(C)c1	12	i	4	1	7	8	1.5	-1	0	3
COc1cccc(CCc2nnc(CCC(=O)NCCC3CCCCO3)o2)c1 (stereo not given)	0	i	3	-5	-3	2	-0.7	2	3	-3
Cc1ccc(S(=O)(=O)N(C)c2c(C)ccc(S(=O)(=O)N3CCN(C=O)CC3)c2C)cc1	-7	i	-2	1	-5	1	0.1	0	4	1
CC(=O)NC1CCCC(NC(C)=O)C1 (stereo not given)	3	i	0	1	-5	2	0.5	1	-1	-2
CC(C)CC(NC(=O)c1ccccc1)C(=O)OCC(=O)Nc1ccc(Br)cn1 (stereo not given)	-6	i	2	1	-6	-12	-1.2	-1	2	-2
Cc1cc(C)c(NC(=O)c2ccccc2CCc2ccccc2)c(C)c1	17	i	-2	0	-7	-3	0.2	2	3	0
O=S(=O)(c1ccc(Cl)cc1)n1ccc(-c2cccc(OCc3c(F)cccc3Cl)c2)n1	4	i	0	-2	-8	-7	1.9	-3	0	5
COC(=O)c1cccc(NC(=O)c2cccc([N+](=O)[O-])c2)c1	-6	i	-10	-18	-8	-7	0.1	2	-3	2
O=C(NCC(c1ccco1)N1CCc2ccccc21)c1c(F)cccc1F (stereo not given)	-14	i	1	6	-9	-2	0.9	1	-1	3
COc1cc(NC(=O)CSc2ncnc3scc(-c4ccccc4)c23)c(C(=O)O)cc1OC	6	i	-33	14	7	12	-0.5	-1	-2	5

Single records, as listed above.
Cc1ccc(S(=O)(=O)N(C)c2c(C)ccc(S(=O)(=O)N3CCN(C=O)CC3)c2C)cc1 reads SKN-1 inh: -7; Rpn11 block: i; NRP1-CendR mod: -2; SUMO1-SIM PPI: 1; Scp1 inh: -5; NadD block: 1; LMPTP block: 0.1; MT1-MMP act inh: 0; DNMT1 inh: 4; STEP inh: 1
CC(=O)NC1CCCC(NC(C)=O)C1 (stereo not given) reads SKN-1 inh: 3; Rpn11 block: i; NRP1-CendR mod: 0; SUMO1-SIM PPI: 1; Scp1 inh: -5; NadD block: 2; LMPTP block: 0.5; MT1-MMP act inh: 1; DNMT1 inh: -1; STEP inh: -2

Returning to the listing, starting two compounds before the break.
compound	SKN-1 inh	Rpn11 block	NRP1-CendR mod	SUMO1-SIM PPI	Scp1 inh	NadD block	LMPTP block	MT1-MMP act inh	DNMT1 inh	STEP inh
O=C(NCC(c1ccco1)N1CCc2ccccc21)c1c(F)cccc1F (stereo not given)	-14	i	1	6	-9	-2	0.9	1	-1	3
COc1cc(NC(=O)CSc2ncnc3scc(-c4ccccc4)c23)c(C(=O)O)cc1OC	6	i	-33	14	7	12	-0.5	-1	-2	5
Cc1cc(CSc2ccccc2)ccc1NC(=O)c1ccc(C)c([N+](=O)[O-])c1	8	i	8	0	-3	0	1.0	4	0	2
Cc1cc2oc(=O)cc(CN(C)Cc3ccccc3Cl)c2cc1C	-6	i	2	10	-4	-6	5.0	-3	1	3
CCCCNC(=O)c1ccc2c(=O)n(CCCOCC)c(=S)[nH]c2c1	-16	i	0	2	2	3	0.7	-1	14	-2
CCn1nc(C)c(CNC(=O)CCc2nnc(-c3ccc(C(C)=O)s3)o2)c1C	-2	i	-4	-18	-4	0	0.4	3	2	0
COc1ccc(CNC(=O)COC(=O)CCOc2ccc(C)cc2)cc1	-16	i	1	8	-6	-7	-1.0	4	-2	-2
Cc1cc(C)cc(N(C(=O)c2csnn2)C(C(=O)NC2CCCC2)c2cccnc2)c1 (stereo not given)	6	i	4	4	-5	-4	-1.5	-3	0	-2
N#CCc1nc2n(n1)Cc1ccccc1-2	-5	i	3	-3	22	2	-0.4	19	8	0
Cc1cc(C(F)(F)F)nc(CCNCc2c(C(=O)N3CCCC3)nc3ccccn23)n1	16	i	16	-2	1	-1	-0.5	-2	0	1
O=C(Nc1nccs1)c1ccc(COc2ccc(F)cc2)o1	-9	i	-6	5	12	5	-0.1	8	-3	1
CCCCC(c1nnnn1CS(=O)(=O)c1ccc(C)cc1)N1CCN(C)CC1 (stereo not given)	1	i	3	-1	-6	-6	-1.6	-2	2	5
CCOC(=O)c1c(C)[nH]c(C)c1C(=O)COC(=O)c1cccc(S(=O)(=O)N(CC)CC)c1	15	i	13	2	-11	-9	0.2	1	-6	-3
Cc1cc(NC(=O)Nc2ccc(Cl)cc2)n(-c2ccccc2)n1	3	i	0	6	-4	-8	-0.3	3	-2	-3
Nn1c(SCC(=O)NC2CCCCCC2)nnc1C(F)(F)F	-12	i	5	1	-5	-1	-1.2	4	0	0
Cc1cc(=O)oc2cc(OC(C)C(=O)NC3CCN(Cc4ccccc4)CC3)ccc12 (stereo not given)	0	i	-2	0	-7	5	0.5	4	-5	0
COc1ccc(CCNC(=O)c2cc(-c3ccncc3)nc3c(Cl)cccc23)cc1OC	-3	i	-4	-9	0	-3	-1.2	-1	-4	-3
O=C(COc1nsnc1N1CCOCC1)N1CCOCC1	-31	i	-1	-1	-14	5	-1.7	-1	-1	2
CCOc1ccccc1CN1CCNC(=O)C1CC(=O)N(C)Cc1cnccn1 (stereo not given)	18	i	-6	0	-4	-2	-1.7	0	-1	0
